# Screens: PubChem, several laboratories
# Lipid droplet = inhibitors of hepatocyte lipid droplet formation, primary screen, imaging, high-throughput imaging, BODIPY stain. AML12 mouse hepatocytes, oleate lipid droplets. inhibition, % at 6.5 µM. 240,000 tested, 0.4% active. AID 1656, 2009;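 active = lipid droplet intensity inhibited by at least 50%, with more than 500 cells counted; inconclusive = wells with under 300 cells, treated as cytotoxic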
#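 Material: mouse AML12 hepatocyte cell line, fixed after treatment; Timing: compound with oleate, overnight; Technique: high-content imaging of BODIPY-stained droplets and DAPI nuclei; Probe or stimulus: oleate, 100 µM final; Dosing: compound at 6.5 µM only.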
# K1F lysis inhibition = inhibition of K1F phage lysis, E. coli UTI89, bacterial capsule biogenesis inhibitors, alamar blue (AID 488966) | E. coli UTI89 K1F phage lysis, alamar blue, 2 h; higher % means a stronger effect | one-dose inhibition, % at 100 µM; IC50 in µM for titrated hits | 340,000 tested, 0.02% active;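 active = phage lysis inhibition, versus mean bacterial control, above a set limit; inconclusive = no clear call, values can overlap the other calls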;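 also: capsule biogenesis inhibitors block K1F phage lysis so surviving cells raise fluorescence; higher fluorescence means more inhibition of phage lysis; actives were called in the ten point dose series up to 300 µM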
# Myeloid diff MLP = induction of myeloid progenitor differentiation, primary screen, cell-based, flow cytometry, MLPCN library. ER-HoxA9 myeloid progenitors, lysozyme-GFP differentiation. calls only at 10 µM. 360,000 tested, 1% active;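 active = normalized GFP-positive differentiation at or above the plate's own cutoff, the solvent-only control mean plus 3 SD; inconclusive = no clear call, values can overlap the other calls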;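 also: cells exposed to compound for four days before flow analysis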
# Lipid droplet cells 6.5 µM = second read-out of Lipid droplet, no call of its own (marks repeat the call); cell count; measured here: cell count, cytotoxicity flag;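 cells counted across two imaged fields per well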
# Myeloid diff MLP GFP+ MAC1+ % = recorded beside Myeloid diff MLP, whose call it bears; GFP+ MAC1+ double positive, %; measured here: differentiation confirmed by MAC1 staining
# The depositor's hits bear a star; i = inactive; ? = inconclusive; nt = no result given; + = active, no number; [ ] = dose if it differs, or a comment. Some of the compounds tested, so the mix of outcomes need not match the whole.
# Results follow in this order: Lipid droplet | Lipid droplet cells 6.5 µM | K1F lysis inhibition | Myeloid diff MLP | Myeloid diff MLP GFP+ MAC1+ %
COc1ccc(C2CC(c3ccc(OC)c(OC)c3)=NN2C(=O)c2ccccc2)cc1 (stereo unspecified)
 : -2 | 803 | -0.7%[50 µM] | i | 0.8
Cc1c(NS(=O)(=O)c2ccccc2F)c(=O)n(-c2ccccc2)n1C
 : -30 | 732 | 1.7% | i | 1.1
COc1ccc(NC(=O)c2ccco2)cc1NC(=O)COc1ccccc1
 : 15 | 871 | -0.1% | i | 0.5
O=C(CSc1nnc(-c2cccc(F)c2)o1)N1CCOCC1
 : -8 | 751 | 0.1% | i | 0.5
O=C(Nc1ccnn1C1CCN(C(=O)c2cc(Cl)ccc2F)CC1)C1CCOC1 (stereo unspecified)
 : 5 | 740 | 0.2% | i | 0.6
Cc1cc(OCC(=O)NCCc2ccc(S(N)(=O)=O)cc2)c2c(C)cc(=O)oc2c1
 : -12 | 810 | 0.7% | i | 1.3
O=C(CSc1nnc(CNC(=O)c2ccccc2)o1)NCc1ccccc1Cl
 : 12 | 710 | 1.4%[50 µM] | i | 1.5
CSc1nsc(SCC(=O)Nc2ccc(F)cc2F)n1
 : 0 | 812 | -0.1% | i | 1.8
CCc1ccccc1NC(=O)CN1CCN(CC(=O)Nc2ccc(-c3ccccc3)cc2)CC1
 : -2 | 798 | 0.5% | i | 0.6
Cc1ccc(S(=O)(=O)N(CC(O)CN2CCCCC2)c2cccc([N+](=O)[O-])c2)cc1 (stereo unspecified)
 : 5 | 800 | 0.1% | i | 0.2
CN(C)S(=O)(=O)c1ccc(N2CCCC2)c(C(=O)Nc2cccc(F)c2)c1
 : -1 | 857 | 0.0% | i | 0.0
Cc1c(C(=O)NCc2ccc(F)cc2)oc2ccc(S(=O)(=O)N3CCOCC3)cc12
 : -2 | 807 | -0.1% | i | 0.3
Cc1cccc(NC(=O)CSc2n[nH]c(-c3ccncc3)n2)c1C
 : 1 | 881 | 0.3%[50 µM] | i | 0.5
Cc1ccccc1NC(=O)C1COc2ccccc2O1 (stereo unspecified)
 : 7 | 811 | 0.0% | i | 0.7
O=C(NCc1ccccc1F)C1CCN(C(=O)Nc2ccc(F)cc2)CC1
 : 5 | 804 | 0.4% | i | 0.3
O=C(CCc1nnc2ccc(NCc3ccccc3Cl)nn12)NC1CCCC1
 : -24 | 747 | 0.0% | i | 0.6
COc1cccc(OC)c1C(=O)Nc1sc2c(c1C(N)=O)CCN(Cc1ccccc1)C2
 : 0 | 735 | -0.3% | i | 1.4
Cc1ccc(C(=O)NC(C)c2ccccc2)cc1S(=O)(=O)N1CCOCC1 (stereo unspecified)
 : -1 | 816 | -0.1% | i | 0.8
Cc1ccn2cc(-c3cccc(S(=O)(=O)N4CCCCC4)c3)nc2c1
 : 23 | 721 | 0.0% | i | 0.0
C=CCOc1ccccc1CN(C(=O)CCl)c1ccc2c(c1)OCO2
 : -3 | 752 | -0.3% | + | 8.2*
CCCOc1ccc(C2C3=C(CCCC3=O)N(CC(=O)O)C3=C2C(=O)CCC3)cc1OCC
 : -2 | 753 | 0.1% | i | 0.5
C=CCOc1ccccc1NC(=O)CN1C(=O)CNC1=O
 : 16 | 598 | 0.1% | i | 0.4
Cc1cccc(NC(=O)c2cccc(C(=O)Nc3cccc(C)c3)c2)c1
 : 15 | 851 | 0.6% | i | 0.4
COC(=O)c1ccc(N2CCCCC2)c(NC(=O)c2ccco2)c1
 : -10 | 814 | -0.6% | i | 0.5
O=C(Cn1ncc2c([nH]c3ccccc32)c1=O)N1CCOCC1
 : 3 | 748 | 0.2% | i | 0.9
O=C(Nc1ccc(Cl)cc1Cl)Nn1cnnc1
 : 4 | 633 | 0.2% | i | 0.4
CCc1cc(=O)oc2c(C)c(OCC(=O)NCCCN3CCCC3=O)ccc12
 : -3 | 686 | -0.1% | i | 4.4
CCC1Oc2ccccc2N(CC(=O)NCCCN2CCN(CC)CC2)C1=O (stereo unspecified)
 : -1 | 756 | 0.1% | i | 4.8
O=S(=O)(/N=C(/Nc1ccccn1)c1ccccc1)c1ccc(F)cc1
 : -2 | 712 | 1.6% | i | 5.7
CC1Sc2ccc(S(=O)(=O)CCC(=O)NCc3cccs3)cc2NC1=O (stereo unspecified)
 : 10 | 631 | 0.2% | i | 5.4
O=C(O)c1ccccc1C(c1ccc(O)cc1)c1ccc(O)cc1
 : -9 | 839 | 0.2% | i | 0.8
CC1CCN(CCCNC(=O)CN2C(=O)CSc3ccc(S(=O)(=O)N4CCCCC4)cc32)CC1
 : 8 | 719 | 0.0% | i | 2.5
O=C(NC1CCCCC1)C(c1ccccc1F)N(C(=O)c1csnn1)C1CCCC1 (stereo unspecified)
 : 42 | 783 | 0.1% | i | 0.7
CCn1c(SCC(=O)Nc2cccc(OC)c2)nc2ccccc2c1=O
 : 1 | 832 | 0.1% | i | 0.4
Cc1ccc(NC(=O)CCc2c(C)nn(-c3ccc(N4CCCCC4)nn3)c2C)cc1
 : -12 | 575 | 0.0% | i | 2.7
COCCn1c(SCC(=O)Nc2cccc(F)c2)nc2c(c1=O)SCC2
 : -24 | 627 | 2.4%[50 µM] | i | 0.9
Cc1ccc(S(=O)(=O)c2c(O)c3ccc(C(=O)O)cc3[nH]c2=O)cc1
 : -6 | 815 | 0.6%[50 µM] | i | 0.4
COc1ccccc1C(=O)NCc1nnc(SCC(=O)Nc2nccs2)n1C
 : 4 | 828 | 0.5% | i | 0.8
CC(=O)N1CCN=C1SCc1cccc(C)c1
 : -25 | 630 | 0.5% | i | 3.3
O=C(Nc1oc2ccccc2c(=O)c1-c1ccc(Br)cc1)c1ccco1
 : -5 | 730 | -0.5% | i | 1.9
CC(=O)c1ccc(OC(=O)c2nc(-c3ccccc3)oc2C)cc1
 : 14 | 853 | 0.3% | i | 0.7
Cc1nc2c(cc1NC(=O)c1ccccc1)nc(C)n2Cc1ccccc1
 : 34 | 831 | 0.1% | i | 0.5
Cc1ccc(-c2nc(CS(=O)CC(=O)NCc3ccco3)c(C)o2)cc1 (stereo unspecified)
 : 16 | 797 | 0.1% | i | 4.0
O=C(NCC1COc2ccccc2O1)c1ccc(Br)s1 (stereo unspecified)
 : 8 | 803 | -0.1% | i | 0.3
COc1ccccc1-c1cc(C(=O)NCCCN2CCOCC2)no1
 : 9 | 811 | -0.1% | i | 0.5
CCCCn1nc(NS(=O)(=O)c2cccc3nonc23)c2cc3cccc(C)c3nc21
 : -3 | 725 | -0.2% | i | 2.6
Cc1cccc(NC(=O)c2cc3ccccc3oc2=O)c1
 : 7 | 790 | -0.8% | i | 1.3
Cc1ccccc1N(CC(=O)N1CCCC1)S(=O)(=O)c1ccc(Cl)cc1
 : -38 | 675 | 0.0%[50 µM] | i | 1.7
Cc1ccnc(NC(=O)CNC(=O)c2ccccc2Br)c1
 : -26 | 688 | 0.8%[50 µM] | i | 9.2
CCOc1cc(CNCc2cc(OC)cc(OC)c2)ccc1OC
 : -2 | 819 | 1.0% | i | 0.2
COCCC(=O)N1CCC(Oc2ccc(C(=O)NCCc3cn[nH]c3)cc2)CC1
 : -2 | 662 | -0.1% | i | 1.6
CCC(Sc1nc2ncccc2[nH]1)C(=O)N1CCOCC1 (stereo unspecified)
 : 2 | 809 | 1.3% | i | 0.6
CCOCCCN(C)C1CCN(C(=O)c2oc3ccccc3c2NC(=O)COc2cccc(C)c2)CC1
 : -25 | 640 | 0.2% | i | 1.2
Cc1[nH]c(C)c(S(=O)(=O)N2CCc3ccccc32)c1C(=O)N1CCCCC1
 : -11 | 679 | 0.4% | i | 1.0
O=C(c1cc(Br)c[nH]1)N1CCCCC1
 : -24 | 631 | 0.0% | i | 0.4
CC(C)(C)C(=O)Nc1nnc(SCC(=O)NC2CCCCC2)s1
 : -2 | 801 | 0.2% | i | 0.9
O=C(NC12CC3CC(CC(C3)C1)C2)c1ccco1
 : -4 | 806 | 2.2% | i | 0.4
O=C(NNC(=S)NC1CCCCC1)c1ccccc1Br
 : 6 | 656 | 0.0% | i | 1.4
COc1ccc(/C=C2\SC(=O)N(CC(=O)Nc3ccc(F)cc3)C2=O)cc1O
 : -14 | 795 | -0.2% | i | 1.1
O=[N+]([O-])c1ccc(N2CCN(S(=O)(=O)c3cnc[nH]3)CC2)cc1
 : -6 | 741 | -0.4% | i | 2.6

# Going on with the list.
mol	Lipid droplet	Lipid droplet cells 6.5 µM	K1F lysis inhibition	Myeloid diff MLP	Myeloid diff MLP GFP+ MAC1+ %
CCCCN(CC)C(=O)C1CCC(CNS(=O)(=O)c2cccc3nsnc23)CC1 (stereo unspecified)	8	710	0.1%	i	1.2
CC(C)(C)NC(=O)COc1coc(CN2CCN(Cc3ccccc3)CC2)cc1=O	4	663	0.2%	i	7.1
COc1cccc(NC(=O)NCCCCc2ccccc2)c1	-5	832	2.2%	i	1.1
N#Cc1cccc(CN2CCC(=O)N(CCO)CC2)c1	10	792	0.4%	i	1.0
Cc1cccc(C)c1NC(=O)c1cnccn1	6	824	0.0%	i	0.8
Nc1c(Cl)ncnc1NCc1ccccc1	6	828	-0.6%	i	0.3
O=C(CNC(=O)c1ccccc1F)N/N=C/c1cccs1	2	832	-1.6%[50 µM]	i	0.6
CC(=O)N1c2ccc(S(=O)(=O)N3CCC(C(=O)Nc4cccc(C)n4)CC3)cc2CC1C (stereo unspecified)	18	716	0.3%	i	6.4
O=C(Nc1nccs1)c1ncc(Cl)c(Cl)c1Cl	-12	817	-0.3%	i	1.3
COc1ccc(NC(=O)c2ccc(Cl)c(S(=O)(=O)NCC3CCCO3)c2)c(OC)c1 (stereo unspecified)	-1	829	1.7%[50 µM]	i	0.2
CC(C)C[C@H](NC(=O)c1nc[nH]c1C(=O)NCc1ccc(CNC(=O)OC(C)(C)C)cc1)C(=O)OCc1ccccc1	-2	831	-0.4%	i	0.5
COc1ccccc1N1CCN(C(=O)CCC(=O)N2CCN(c3ccccc3OC)CC2)CC1	3	844	-0.2%	i	0.4
COc1ccc(S(=O)(=O)N2CCN=C2SCc2cccc(F)c2)cc1	-16	673	0.0%	i	0.0
S=C(NCCN1CCOCC1)N1CCN(c2cccc(Cl)c2)CC1	2	709	-0.2%	i	7.0
O=C(COC(=O)c1ccc([N+](=O)[O-])cc1)Nc1cccnc1Cl	-24	667	-1.1%[50 µM]	i	0.5
Nn1c(Cc2ccccc2)nc2cc(Cl)ccc2c1=O	11	812	0.0%	i	0.6
O=C(O)/C=C/c1ccc(S(=O)(=O)Nc2cccnc2)cc1	9	801	-0.3%	i	0.4
CC(=O)c1ccc(NC(=O)C[n+]2ccc(N(C)C)cc2)cc1	-5	837	0.2%	i	0.4
O=S(=O)(NCCc1ccccn1)c1ccc(OC(F)(F)F)cc1	0	834	0.0%	i	2.7
CCc1cccc(NS(=O)(=O)c2c(C)nc3sc(CC)nn3c2=O)c1	-17	734	0.5%	i	1.7
COc1cc(/C=N/NC(=O)CCN2CCN(C)CC2)cc2c1OCO2	-2	626	-0.5%[50 µM]	?	nt
O=C(NCc1ccc(F)cc1)C1CCCN1C(=O)Nc1ccccc1 (stereo unspecified)	-13	806	0.2%	i	0.4
CCCOc1ccc(-c2nc(N3CCN(C)CC3)c3ccccc3n2)cc1	26	730	1.1%[50 µM]	i	0.2
CCOC(=O)c1cc(C(=O)Nc2ccc(S(=O)(=O)Nc3ccc(OC)cc3)cc2)nn1C	-8	832	0.1%	i	3.3
CC(C)OCCCNC(=O)C1CCC(CNS(=O)(=O)c2cccc3nsnc23)CC1 (stereo unspecified)	12	726	-0.4%	i	1.2
COc1ccc(N2CCN(C(=O)CCC(=O)N3CC(C)Oc4ccccc43)CC2)cc1 (stereo unspecified)	0	754	3.0%	i	3.1
Cc1ccccc1C(=O)Nc1ccc2c(c1)C(=O)NC2=O	0	762	0.2%	i	1.5
Cc1ccc(N2CCC(N3CCN(C)C(CCO)C3)CC2)cc1 (stereo unspecified)	-5	784	0.0%	i	1.2
CC(C)Cc1nnc(NC(=O)CCC(=O)NCCc2ccccc2)s1	-4	739	0.1%	i	0.9

# An excerpt from above with just K1F lysis inhibition.
structure | K1F lysis inhibition
O=C(COC(=O)c1ccc([N+](=O)[O-])cc1)Nc1cccnc1Cl | -1.1%[50 µM]
CC(C)OCCCNC(=O)C1CCC(CNS(=O)(=O)c2cccc3nsnc23)CC1 (stereo unspecified) | -0.4%
COc1cccc(NC(=O)NCCCCc2ccccc2)c1 | 2.2%
COc1cc(/C=N/NC(=O)CCN2CCN(C)CC2)cc2c1OCO2 | -0.5%[50 µM]
Cc1ccccc1C(=O)Nc1ccc2c(c1)C(=O)NC2=O | 0.2%
